# HT1080 viability – HT1080 cell viability loss – fluorescence readout (AID 620). HT1080 viability, fluorescence; higher % means a stronger effect. cytotoxicity, % at 10 µM; hits with a dose series show EC50 in µM. 87,000 compounds, 0.42% hits;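 note: cells exposed to compound overnight then 4 h with Alamar Blue; 0% = vehicle DMSO and 100% = killing control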
# TNAP inhibition – human TNAP enzyme inhibitors, biochemical, luminescent (AID 518). 64,000 compounds, 0.09% hits. purified TNAP enzyme, luminescent substrate readout; higher % means a stronger effect. inhibition, % at 20 µM, or IC50 in µM where a hit was titrated; in the data active = a potency from the dose series; inactive = the rest, 99 in 100 with inhibition below about 22%;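 note: plate controls were vehicle for no effect and reference inhibitor for full effect; many of its hits are not listed in these tables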
# Spn PMK inh – S. pneumoniae PMK inhibition; purified PMK, PK/LDH-coupled NADH absorbance 340 nm; inhibition, % at 10 µM; 65,000 compounds, 0.49% hits;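 active = top-ranked compounds by inhibition in the single 10 µM screen, taking a fixed number of the strongest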;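 note: 0% = full reaction with DMSO carrier and 100% = background rate without enzyme reaction; no value below 0 was filed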
# MK inhibit – inhibitors of Streptococcus pneumoniae mevalonate kinase; purified MK, PK/LDH-coupled NADH absorbance 340 nm; inhibition, % at 10 µM; 65,000 compounds, 0.48% hits; AID 555;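 active = ranked among the strongest by inhibition in the single 10 µM screen, a fixed top-ranked set picked for dose follow-up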; note: no value below 0 was filed
# DPM-DC inhibit – blocks S. pneumoniae diphosphomevalonate decarboxylase. purified DPM-DC, PK/LDH coupled NADH fluorescence. calls only at 10 µM. 65,000 compounds, 0.49% hits. AID 556;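 active = the 320 compounds with the highest percent inhibition in the single-dose primary screen, excluding strongly autofluorescent ones, cut at about 32% in these data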;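 note: kinetic rate of NADH fluorescence loss reporting ADP formed by the decarboxylase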
# KRASV12 cytotoxicity – viability loss of HPDE-C7K cells – cell-based, fluorescence, HTS, primary screen (AID 431); HPDE-C7K KRASV12 cells, Alamar Blue viability, 48 h; higher % means a stronger effect; one-dose cytotoxicity, % at 10 µM; EC50 in µM for titrated hits; 63,000 compounds, 1.7% hits;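 active = compounds whose percent cytotoxicity in the single-dose primary screen, scaled between solvent and toxic-drug controls, exceeds 50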;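 note: 0% = DMSO solvent wells and 100% = doxorubicin-treated wells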
# LYP phosphatase – LYP phosphatase inhibitors, primary screen, biochemical, DiFMUP fluorescence, recombinant catalytic domain, 10 µM (AID 606); recombinant LYP catalytic domain, DiFMUP fluorescence; higher % means a stronger effect; one-dose inhibition, % at 10 µM; IC50 in µM for titrated hits; 52,000 tested, under 10 active;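 active = IC50 under 40 µM in the dose-response test; inactive = IC50 of 40 µM or more, or never dose-tested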
# Bfl-1 displacement – Bfl-1 inhibitors, primary screen, biochemical, fluorescence polarization, FITC-Bid, mouse (AID 432); FITC-Bid BH3 peptide fluorescence polarization displacement; higher % means a stronger effect; 64,000 compounds, 0.02% hits; displacement, % at 20 µM; hits with a dose series show IC50 in µM; in the data active = a potency from the dose series; inactive = the rest, 99 in 100 with displacement below about 15%; note: strong numbers were not always called active
# HPDE-C7 viability – cytotoxicity in HPDE-C7 cells, cell-based, fluorescence, HTS (AID 430); HPDE-C7 pancreatic duct cells viability, fluorescence; higher % means a stronger effect; cytotoxicity, % at 10 µM, or EC50 in µM where a hit was titrated; 63,000 compounds, 1.8% hits;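 note: cells exposed to compound for 48 hours before viability readout; 0% = vehicle and 100% = reference cytotoxic drug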
# Spn PMK inh pilot replicates – also measured in Spn PMK inh; calls as there; inhibition, %; measured here: pilot screen replicates
# MK inhibit pilot replicates – further read-out of MK inhibit, marked with its call; inhibition, %; measured here: pilot screen replicates
# DPM-DC inhibit pilot screen % – second read-out of DPM-DC inhibit, no call of its own (marks repeat the call); inhibition, %; measured here: pilot screen trials
# The depositor's hits bear a star; i = inactive; . = no result given. Cut-off read from the data, not from the text of the source, unless noted: active = cytotoxicity above about 50%; inactive = the rest. Outcome played no part in choosing rows. About 3.5% of those tested had a hit in this group.
SMILES,HT1080 viability,TNAP inhibition,Spn PMK inh,MK inhibit,DPM-DC inhibit,KRASV12 cytotoxicity,LYP phosphatase,Bfl-1 displacement,HPDE-C7 viability,others
Cc1cc(NC(=O)CN2CCCC2c2nc3ccccc3s2)no1 (configuration not stated),-6%,2%,14,0,i,-18%,-5%,2%,-14%,
Cn1cccc1C(=O)Nc1nc(-c2ccccn2)cs1,22%,.,14,0,i,.,16%,.,.,
CCN(CC)C(=O)c1cn(C)c(=O)c2cc(OC)c(OC)cc12,2%,7%,0,9,i,-6%,8%,-3%,-13%,
COC(=O)c1ccccc1NC(=O)CSc1nnc(-c2ccoc2C)n1C,0%,4%,7,2,i,13%,14%,-6%,11%,
CC(=O)C1=C(C)Nc2ncnn2C1c1ccc(Cl)cc1Cl (configuration not stated),-19%,6%,17,10,i,-8%,8%,-7%,-4%,
CCOC(=O)N1CCC2(CC1)C(C#N)=C(N)Oc1n[nH]c(CSc3ccc(C)cc3)c12,6%,5%,13,4,i,1%,3%,0%,-4%,
C=CCn1cnc2c(c1=O)c1nc3ccccc3nc1n2/N=C/c1cccc(OC)c1OC,23%,11%,13,7,i,60%*,8%,3%,47%,
O=C(CCN1C(=O)COc2ccccc21)NCCN1CCc2ccccc2C1,2%,-2%,16,0,i,-3%,11%,7%,-4%,
O=C(c1ccccc1NS(=O)(=O)c1cccs1)N1CCCC1,8%,-2%,0,2,i,-16%,.,-4%,-28%,
CC(=O)Cc1nsc(NC(=O)c2c(-c3ccccc3Cl)noc2C)n1,15%,9%,6,3,i,9%,17%,0%,5%,
Cc1ccccc1C(=O)c1ccc2c(c1)n(C)c(=O)n2C,-8%,12%,2,16,i,29%,5%,-6%,26%,
COc1cccc(OCc2nc3ccccc3c(=O)n2N)c1,-4%,4%,0,4,i,-9%,6%,-5%,-8%,
CCCCn1nnnc1NCc1cc(OC)c(OC)cc1OC,18%,6%,9,10,i,10%,13%,0%,7%,
O=C(NCCC(=O)N1CCNC1=O)OCc1ccccc1,-1%,8%,8,3,i,-11%,.,-11%,-11%,
COc1cccc(C(c2nnnn2Cc2ccccc2)N2CCN(C(=O)c3ccco3)CC2)c1OC (configuration not stated),22%,14%,11,11,i,8%,4%,1%,-2%,Spn PMK inh pilot replicates=4.5;MK inhibit pilot replicates=1.0;DPM-DC inhibit pilot screen %=0.0

# The list goes on, starting with the last two of the part before.
SMILES,HT1080 viability,TNAP inhibition,Spn PMK inh,MK inhibit,DPM-DC inhibit,KRASV12 cytotoxicity,LYP phosphatase,Bfl-1 displacement,HPDE-C7 viability,others
O=C(NCCC(=O)N1CCNC1=O)OCc1ccccc1,-1%,8%,8,3,i,-11%,.,-11%,-11%,
COc1cccc(C(c2nnnn2Cc2ccccc2)N2CCN(C(=O)c3ccco3)CC2)c1OC (configuration not stated),22%,14%,11,11,i,8%,4%,1%,-2%,Spn PMK inh pilot replicates=4.5;MK inhibit pilot replicates=1.0;DPM-DC inhibit pilot screen %=0.0
Nc1nonc1-c1noc(CCCCCN2C(=O)c3ccccc3C2=O)n1,-7%,6%,14,0,i,0%,-2%,6%,-4%,Spn PMK inh pilot replicates=0.5;MK inhibit pilot replicates=0.0;DPM-DC inhibit pilot screen %=0.5
COc1ccc(S(=O)(=O)Nc2nncs2)cc1,-4%,9%,2,6,i,-4%,1%,7%,-2%,
O=C(NCc1ccccc1)C1C2C=CC3(CN(Cc4cccnc4)C(=O)C13)O2 (configuration not stated),-4%,2%,27*,0,i,-2%,12%,5%,-2%,
O=C(CS(=O)(=O)c1ccccc1)Nc1nc(-c2ccccc2)cs1,0%,4%,7,11,i,2%,14%,-5%,-6%,
CCOc1ccccc1OCCCCCc1c(C)n[nH]c1C,-6%,-12%,13,0,i,-9%,-5%,-6%,-4%,
COC(=O)c1c(NC(=O)c2cccs2)sc2c1CCC(C)C2 (configuration not stated),-4%,10%,6,3,i,6%,-5%,-3%,-9%,
O=S(=O)(c1cccs1)N1CCN(CC(O)COC2CCCc3ccccc32)CC1 (configuration not stated),-6%,1%,7,27,i,-2%,18%,0%,-11%,
COc1ccccc1-c1c(C#N)c(SCC(=O)N2CCCC2)nc(C)c1C(N)=O,5%,8%,0,11,i,-8%,.,-5%,-1%,
Cn1c(C(=O)Nc2ccc3c(c2)OCCO3)cc2sccc21,46%,15%,5,0,i,.,.,-2%,.,
CCCCN(CC)Cc1c(C)[nH]c2ccccc2c1=O,12%,-5%,6,0,i,-8%,-5%,-3%,7%,
Cc1cccc(CN2CCN(c3ccccn3)CC2)c1,.,-1%,0,48*,i,-9%,9%,-13%,-18%,
O=C(NCCCN1CCCC1=O)c1cncc(Br)c1,7%,10%,5,9,i,-12%,5%,4%,-8%,Spn PMK inh pilot replicates=3.5;MK inhibit pilot replicates=0.0;DPM-DC inhibit pilot screen %=0.0
Cc1cc(NC(=O)CCC(=O)N(c2cccnc2)C(C(=O)NC2CCCC2)c2ccccc2)no1 (configuration not stated),-30%,5%,15,0,i,-4%,.,-3%,-8%,
CCCOc1ccccc1C1C(C(=O)OC)=CN(C(C)C)C=C1C(=O)OC,-3%,-46%,7,9,.,-20%,-31%,-6%,-16%,
COc1ccccc1N1CCN(C(CNC(=O)c2ccco2)c2cccnc2)CC1 (configuration not stated),2%,8%,0,4,i,-15%,0%,2%,-22%,
CCC(=O)Nc1c(-c2ccc(OC)cc2)c(=O)c2ccccc2n1C,-6%,14%,8,6,.,.,.,-7%,.,
N#Cc1cnc(Nc2nc3ccccc3o2)nc1-c1ccccc1,2%,-8%,11,4,i,-6%,-2%,0%,-7%,
COc1ccc(N2C(=O)C3CCCN3C2c2cc(OC)c(OC)cc2OC)cc1 (configuration not stated),-2%,6%,0,7,i,8%,5%,-4%,0%,
Cc1cc(C)n(-c2nc3c(c(=O)[nH]c(=O)n3C)n2CC(O)COc2ccccc2)n1 (configuration not stated),.,12%,14,0,i,18%,9%,-8%,14%,
CC(C)c1nnc(NC(=O)CCC(=O)N2CCN(Cc3ccccc3)CC2)s1,-9%,11%,3,0,i,-7%,4%,-3%,-7%,
O=C(NCCN1CCCC1)C1CCN(S(=O)(=O)N2CCC3(CC2)OCCO3)CC1,.,7%,21,0,i,3%,.,-3%,-4%,
O=C(CSc1nnc(-c2ccco2)n1Cc1ccccc1)OC1CCCCC1,0%,4%,5,0,i,7%,-2%,-7%,7%,
CCn1c(=O)n(CC)c2cc(S(=O)(=O)N3CCc4ccccc43)ccc21,71%*,4%,9,3,i,6%,4%,-5%,11%,
CC(C)NC(=O)CSc1nc2ccccc2n1-c1ccccc1,-3%,8%,15,2,i,2%,-2%,6%,-2%,Spn PMK inh pilot replicates=0.0;MK inhibit pilot replicates=1.5;DPM-DC inhibit pilot screen %=0.0
O=P(O)(O)c1ccccc1OCc1ccccc1,-3%,14%,14,11,i,-11%,6%,3%,-13%,
Cc1ccc(-c2nnc(CSc3nnc4c5c(C)c(C)sc5nc(C(C)C)n34)o2)cc1,4%,12%,10,0,i,12%,5%,-2%,14%,
Cc1cccc(-c2nnc(SCC#N)n2-c2ccccc2)c1,16%,6%,10,9,i,-12%,6%,-5%,-8%,
c1ccc(-n2cccc2CNC2CCCCC2)cc1,-2%,5%,18,27,i,2%,21%,2%,1%,
O=S(=O)(c1ccc(Cl)s1)N1CCN(Cc2ccccc2)CC1,2%,.,13,0,i,.,-10%,.,.,
COc1ccc(Cn2c(=O)[nH]c3cc(C(=O)NCc4ccc5c(c4)OCO5)ccc3c2=O)cc1,-2%,1%,0,11,i,-26%,6%,5%,-39%,
O=C(NCC1CCCO1)c1cnn2c1NC(c1ccccc1)CC2C(F)(F)F (configuration not stated),-8%,8%,6,8,i,7%,2%,5%,-3%,
CC1(C)NC(=O)N(CC(O)CN(Cc2ccccc2)Cc2ccccc2)C1=O (configuration not stated),-2%,17%,9,0,i,11%,10%,0%,4%,Spn PMK inh pilot replicates=2.5;MK inhibit pilot replicates=0.0;DPM-DC inhibit pilot screen %=1.0
O=S(=O)(c1ccc(F)c(F)c1)N1CCN(Cc2ccc3c(c2)OCO3)CC1,0%,1%,0,7,i,7%,0%,0%,8%,
CCOc1ccc(C(=O)c2cccs2)cc1,-7%,9%,0,4,i,7%,2%,-1%,10%,
CCn1c(SCC(=O)Nc2ccc3c(c2)OCCO3)nnc1-c1ccco1,17%,-1%,0,5,i,6%,2%,7%,-6%,
Cc1ccc(SCCCn2cncn2)cc1,4%,1%,0,6,i,-9%,1%,-4%,-2%,
O=C(CSc1nnc(-c2ccc(O)cc2)n1Cc1ccco1)c1cccs1,4%,11%,.,8,i,2%,6%,-4%,-1%,
COc1cc(C2Nc3cccc4cccc(c34)N2)cc(OC)c1O,-19%,9%,18,0,.,42%,.,20%,57%*,Spn PMK inh pilot replicates=0.0;MK inhibit pilot replicates=0.5
COC(=O)CNC(=O)C(Cc1c[nH]c2ccccc12)NC(=O)OC(C)(C)C (configuration not stated),-6%,10%,13,1,i,13%,.,0%,-5%,
Cc1nn(-c2ccccc2)c(Cl)c1C1C(C#N)=C(N)Oc2n[nH]c(C)c21 (configuration not stated),6%,7%,12,11,i,34%,.,-1%,35%,
Cc1cc(C(F)(F)F)nc(SCC(=O)NC2=NC(=O)C(C)S2)n1 (configuration not stated),7%,5%,4,3,i,-8%,1%,-2%,-9%,Spn PMK inh pilot replicates=0.0;MK inhibit pilot replicates=0.0;DPM-DC inhibit pilot screen %=0.0
O=C(c1ccc2c(c1)OCCO2)N1CCCCC1,-4%,15%,10,8,i,7%,13%,0%,11%,Spn PMK inh pilot replicates=2.5;MK inhibit pilot replicates=1.5;DPM-DC inhibit pilot screen %=0.0
Nc1nonc1-c1noc(-c2ccc(Br)o2)n1,-10%,4%,0,0,i,-14%,0%,-4%,-7%,
O=C(NC1CCCCCC1)C1CCN(S(=O)(=O)c2ccccc2)CC1,.,1%,0,1,i,-4%,0%,0%,-6%,
O=C(O)c1cccc(-n2nnnc2SCc2ccccn2)c1,-11%,9%,9,13,i,-6%,8%,0%,-3%,
Clc1ccc(Cl)c(-c2nn3c(COc4ccccc4)nnc3s2)c1,11%,17%,4,15,i,-10%,4%,-4%,-17%,Spn PMK inh pilot replicates=1.0;MK inhibit pilot replicates=0.0;DPM-DC inhibit pilot screen %=4.0
COc1ccc(OC)c(-n2cnc3cc(C(=O)O)ccc32)c1,1%,6%,16,4,i,-16%,11%,8%,-18%,
Cc1ccc2[nH]c(=O)c(CN(CCc3ccccc3)C(=O)N3CCOCC3)cc2c1,31%,10%,10,6,i,4%,14%,-2%,6%,

# Quoted at random: 3 entries already listed
SMILES,HT1080 viability,TNAP inhibition,Spn PMK inh,MK inhibit,DPM-DC inhibit,KRASV12 cytotoxicity,LYP phosphatase,Bfl-1 displacement,HPDE-C7 viability,others
O=S(=O)(c1ccc(Cl)s1)N1CCN(Cc2ccccc2)CC1,2%,.,13,0,i,.,-10%,.,.,
O=C(CCN1C(=O)COc2ccccc21)NCCN1CCc2ccccc2C1,2%,-2%,16,0,i,-3%,11%,7%,-4%,
O=C(NCc1ccccc1)C1C2C=CC3(CN(Cc4cccnc4)C(=O)C13)O2 (configuration not stated),-4%,2%,27*,0,i,-2%,12%,5%,-2%,

# Screening results from PubChem.
